Assay outcomes as filed in PubChem.
HP1b chromo inh: blocks HP1-beta chromodomain binding to methylated histone tails. 390,000 compounds, 0.56% hits. P83916. AlphaScreen HP1-beta / biotin-H3K9me3 peptide binding. Potency, µM (titrated, usually from 114 µM), for inactives: at the highest dose activity change, negative = inhibition, actives largely listed as inhibitors; also: potency is read from the fitted curve at half-maximal effect; nearly all actives have a fitted effect of over 70% in size; inactives centre near 23
Target sequence (P83916 whole entry, looked up): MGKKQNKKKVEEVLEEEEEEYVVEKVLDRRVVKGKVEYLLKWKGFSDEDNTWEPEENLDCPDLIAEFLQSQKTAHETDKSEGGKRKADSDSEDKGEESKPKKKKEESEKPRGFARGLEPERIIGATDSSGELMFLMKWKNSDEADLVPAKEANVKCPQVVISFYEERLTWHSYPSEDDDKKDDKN
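HP1-beta protein (50 nM final) preincubated 30 min at room temperature with biotinylated H3(1-18)K9me3 peptide (50 nM) in PBS pH 7.4, 0.01% Tween-20, then compound added for 30 min. AlphaScreen streptavidin donor/nickel chelate acceptor beads (10 ug/mL final), 30 min dark, luminescence read.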
GLS inh: inhibitors of human glutaminase (GLS); O94925; GLS enzymatic activity, qHTS titration; Potency, µM (top dose mostly 45.5 µM), for the others: at the highest dose activity change, negative = inhibition, most hits filed as inhibitors; 410,000 compounds, 0.21% hits; also: potency is read from the fitted curve at half-maximal effect; % is scaled to controls: 0 for no effect and ±100 for the full control effect
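Coupled fluorescence readout: glutamate oxidase/HRP/Amplex Red detect glutamate formed by hKGA from L-glutamine (1 mM solution added). Buffer 45 mM KH2PO4 pH 8.2, 0.02% Tween-20; reads at t0 and 30 min RT.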
JMJD2A Tudor inh: inhibitors of human JMJD2A Tudor domain | O75164 | AlphaScreen JMJD2A-Tudor / H3K4me3 peptide binding | Potency, µM (top dose mostly 114 µM), without a hit: at the top dose activity change, negative = inhibition, most hits filed as inhibitors | 390,000 compounds, 4.4% hits; also: potency is read from the fitted curve at half-maximal effect; % is scaled to controls: 0 for no effect and ±100 for the full control effect; nearly all actives have a fitted effect of over 50% in size
G9a inh: G9a (human) methyltransferase inhibition. Q96KQ7. G9a H3K9 monomethylation, AlphaScreen, 2 h. Potency, µM (top dose mostly 102 µM), for the others: at the top dose activity, negative = inhibition, usual class: inhibitors. 350,000 compounds, 8.8% hits. AID 504332; also: potency is read from the fitted curve at half-maximal effect; % is scaled to controls: 0 for no effect and ±100 for the full control effect; nearly all actives have a fitted effect of over 75% in size
Target sequence (Q96KQ7 913-1193 limits assumed): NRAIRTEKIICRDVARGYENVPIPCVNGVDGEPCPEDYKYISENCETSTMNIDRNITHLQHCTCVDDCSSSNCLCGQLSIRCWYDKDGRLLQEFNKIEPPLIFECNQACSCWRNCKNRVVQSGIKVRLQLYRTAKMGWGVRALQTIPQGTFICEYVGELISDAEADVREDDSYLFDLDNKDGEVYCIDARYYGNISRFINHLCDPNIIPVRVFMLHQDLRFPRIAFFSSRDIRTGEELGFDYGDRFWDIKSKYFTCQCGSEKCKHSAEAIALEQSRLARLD
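Compounds were preincubated with 20 nM G9a for 15 min, after which biotinylated H3K9 peptide (500 nM) and SAM (20 uM) started a 2 h room-temperature reaction. Monomethylated product was quantified by antibody-based AlphaScreen chemiluminescence.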
PGK inhibitor: inhibitors of T. brucei phosphoglycerate kinase | 380,000 compounds, 0.043% hits | P07378 | PGK/GAPDH coupled, Kinase-Glo luminescence, 60 min | Potency, µM (doses to about 57.5 µM), without a hit: top-dose activity change, negative = inhibition, most hits filed as inhibitors | AID 602233; also: potency is read from the fitted curve at half-maximal effect; % is scaled to controls: 0 for no effect and ±100 for the full control effect; nearly all actives have a fitted effect of over 60% in size
Target sequence (P07378 whole entry, looked up): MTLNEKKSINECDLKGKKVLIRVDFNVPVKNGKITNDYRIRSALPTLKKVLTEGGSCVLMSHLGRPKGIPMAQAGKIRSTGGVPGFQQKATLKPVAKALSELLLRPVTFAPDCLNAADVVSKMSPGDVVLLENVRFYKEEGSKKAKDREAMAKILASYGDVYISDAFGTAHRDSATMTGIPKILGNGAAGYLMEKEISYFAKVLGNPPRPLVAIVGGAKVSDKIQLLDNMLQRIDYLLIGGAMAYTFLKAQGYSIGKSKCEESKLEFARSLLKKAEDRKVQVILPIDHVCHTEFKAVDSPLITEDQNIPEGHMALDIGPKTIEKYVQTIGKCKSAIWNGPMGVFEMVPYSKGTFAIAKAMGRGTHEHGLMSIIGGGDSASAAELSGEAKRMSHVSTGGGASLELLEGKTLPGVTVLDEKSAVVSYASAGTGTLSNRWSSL
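Recombinant glycosomal PGK reaction used 1,3-bisphosphoglycerate generated in-well by GAPDH (100nM final) in 100mM TEA pH 7.6, 5mM MgCl2, 0.01% Tween-20. After 60 minutes at room temperature, ATP was read by Kinase-Glo Plus luminescence end-point.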
PI4K2A inh: PI4K2A (human) kinase inhibition; 420,000 compounds, 0.13% hits; AID 1346378; Q9BTU6; activity change, negative = inhibition, % at 76.9 µM; purified PI4K2A, ADP-Glo luminescence, 1 h; active compounds read low; in the data active = activity change below about -50%; inconclusive = mostly about -30% to -49%;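 also: -100% = wells without enzyme as full effect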
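In this quantitative HTS, ADP production by PI4K2A was quantified luminescently after 1 h at ambient temperature; 100 microM adenosine served as plate-quality control.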
Pin1 inhibitor: human Pin1 inhibition. Pin1 FP peptide displacement, HiFluor488, 10 min. Potency, µM (titrated, usually from 115 µM), for inactives: top-dose activity, negative = inhibition, hits mostly inhibitors. 390,000 compounds, 0.009% hits. AID 504891; active = well fitted inhibition curve with a large enough effect in the polarisation, with a control signal flat, not every such curve was filed as active; inconclusive = small, poorly fitted or top-dose-only effect, or effect the other way, or a change in a side signal; inactive = no such curve, though single readings can be large or run the other way; the % refers to the polarisation; also: potency is read from the fitted curve at half-maximal effect; % is scaled to controls: 0 for no effect and ±100 for the full control effect
Target sequence (Q13526 whole entry, looked up): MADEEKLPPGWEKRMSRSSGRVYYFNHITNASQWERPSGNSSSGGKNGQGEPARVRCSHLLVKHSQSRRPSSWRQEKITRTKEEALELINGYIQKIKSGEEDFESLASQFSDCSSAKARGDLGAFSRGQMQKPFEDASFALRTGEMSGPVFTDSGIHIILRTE
BAZ2B block: blocks human BAZ2B | AID 504333 | Q9UIF8 | 360,000 compounds, 4.4% hits | Potency, µM (top dose mostly 114 µM), without a hit: at the top dose activity change, negative = inhibition, usual class: inhibitors | AlphaScreen BAZ2B-H3K14Ac peptide displacement; also: potency is read from the fitted curve at half-maximal effect; % is scaled to controls: 0 for no effect and ±100 for the full control effect; nearly all actives have a fitted effect of over 60% in size
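In this displacement format the biotinylated H3(5-23) peptide acetylated at Lys14 serves as ligand at 50 nM, with BAZ2B at 50 nM in PBS pH 7.4 containing 0.01% Tween-20. Donor and acceptor beads are 10 ug/mL final.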
Pol eta inh: inhibitors of human DNA polymerase eta; recombinant Pol eta, fluorescent DNA replication assay; Potency, µM (series often up to 114 µM), for inactives: at the highest dose activity change, negative = inhibition, usual class: inhibitors; AID 588591; Q9Y253; 390,000 compounds, 1.2% hits; also: potency is read from the fitted curve at half-maximal effect; % is scaled to controls: 0 for no effect and ±100 for the full control effect
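Fluorescent replication assay: 50 nM final substrate added after a 15 min room-temperature compound preincubation with 10 nM enzyme. Signal taken at 0 min and again at 10 min.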
* = called active by the depositor; i = inactive; u = inconclusive; x = no result given; & = joins results of further samples; [ ] = dose if it differs, or a comment. Unless noted, calls follow the shape of the dose curve; as a rule, active = well fitted curve in the direction sought with a large enough effect; inconclusive = small, poorly fitted or top-dose-only effect, or another doubt; inactive = no such curve, though single readings can be large; an effect the other way counts as inactive or inconclusive. Not all compounds are listed; the hit share may differ from the screen's.

#	Molecule	HP1b chromo inh	GLS inh	JMJD2A Tudor inh	G9a inh	PGK inhibitor	PI4K2A inh	Pin1 inhibitor	BAZ2B block	Pol eta inh
1	CCCn1cc(CN2CCC(N3CCC(C(=O)N4CCOCC4)CC3)CC2)c(C)n1	17%	-4%	-5%	-3%	i	-3	u	-3%	-9%
2	O=C(Nc1cccnc1)c1cc(-c2ccc(Br)cc2)on1	30%	-1%	-17%	-12%[59 µM]	i	-4	5%	-6%	2%
3	Cc1ccc(Cl)cc1N1CCN(S(=O)(=O)c2cnc[nH]2)CC1	41%[activator]	-1%	-12%	-25%	-9%	1	3%	-5%	-9%
4	C=CCNC(=O)NC(=O)COC(=O)[C@H](C)NS(=O)(=O)c1c(C)c(C)cc(C)c1C	26%	-2%	2%	5%	3%	-22	-4%	-18%	-17%
5	O=C(CSc1ccc2ccccc2c1)NCc1cccs1	39%[activator]	3%	14%	14%[59 µM]	-6%	8	4%	-4%	-17%
6	C=CCNc1nc2ccccc2c(=O)[nH]1	2%	2%	1%	-7%	14%	-2	-7%	2%	-4%
7	Cn1cc(CC(=O)N2CCN(c3ccc(Cl)cc3)CC2)c2ccccc21	-38%	-10%	u	u	4%	-3	4%	u	-20%
8	CCC(=O)n1nc(-c2ccc(Cl)cc2)nc1SC	49%[activator]	5%	13%	12%[59 µM]	i	2	-8%	8%	9%
9	NC(=O)C1CCN(C(=O)CNC(=O)c2ccccc2)CC1	-2%	1%	-3%	3%	11%	-4	-1%	0%	-5%
10	O=C1[C@@H]2CSCN2C(=O)CN1Cc1ccccc1F	20%	2%	1%	17%	0%	-3	4%	-4%	-12%
11	CN(CC(=O)O)S(=O)(=O)c1ccc(F)cc1	73%[activator]	-1%	-10%	-8%[59 µM]	x	-6	-11%	-6%	-8%
12	CCCN1C2=C(C(=O)CC(C)(C)C2)C(c2ccc(F)cc2)C2=C1c1ccccc1C2=O (centres undefined)	u	-3%	-30%	11µM*	-2%	2	-1%	u	-4%
13	Cc1cccc(C)c1NC(=O)c1cccc(N2C(=O)C3CCC(C)CC3C2=O)c1 (centres undefined)	45%[activator]	-5%	-5%	15%	i	-3	-1%	-16%	-14%
14	Cc1cccc(C)c1NC(=O)C(c1ccccc1)N1CCN(C(=O)c2ccco2)CC1 (centres undefined)	19%	21%	-12%	-48%	4%	1	-6%	1%	-11%
15	O=C1CCc2cc(S(=O)(=O)Nc3ccccc3F)ccc2N1	34%	-14%	-14%&4%	-1%[2.33 µM]	-15%	4	-5%&2%	-13%	-1%
16	Cc1cccc(Nc2nnc(SCC(=O)NC(=O)CN3CCCC3=O)s2)c1	33%	8%	-4%	-48%[12.7 µM]	-9%	-2	-7%	-2%	-12%
17	COc1ccc(NS(=O)(=O)c2ccc(-c3cnc(C4CC4)o3)cc2)cc1Cl	19%	3%	-34%	-19%[59 µM]	0%	-2	5%	-33%	-18%
18	O=C(CNC(=O)c1ccco1)Nc1ccc2c(c1)OCCO2	14%	3%	-26%	15%[0.501 µM]	2%	1	2%	5%	-1%
19	O=C(O)CC1S/C(=N/N=C/c2ccccn2)NC1=O (centres undefined)	59%[activator]	-2%	79µM*	-4%	-1%	-1	1%	45µM*	-1%
20	CC(=O)N1CC(c2ccccc2)C(c2ccc(Cl)cc2)=N1 (centres undefined)	38%	1%	0%	8%[59 µM]	-9%	2	2%	-7%	-4%
21	CC(C)OC(=O)CN1C(=O)C(C)(C)Oc2ccc(C(=O)NC3CC3)cc21	31%	-9%	8%	10%[12.7 µM]	-7%	-1	0%	-1%	-9%
22	O=C(NCc1ccc(Cl)cc1)c1ccc2c(c1)nnn2C1CCCC1	22%	-3%	-7%	-7%[59 µM]	i	1	5%	0%	9%
23	CCOC(=O)C1=C(C)Nc2nc3ccccc3n2C1c1ccncc1 (centres undefined)	26%	x	5%	11%[12.7 µM]	-2%	-4	0%	1%	0%
24	CC(=O)c1cccc(S(=O)(=O)Nc2ccccc2N2CCOCC2)c1	40%[activator]	-4%	-6%	x	-10%	2	-1%	x	-17%
25	Cc1cc(C)cc(NC(=O)/C=C/c2ccc([N+](=O)[O-])s2)c1	0%	13%	-24%	18%[59 µM]	-5%	8	6%	-20%	-7%
26	Cc1nc(-c2ccc(Cl)cc2)sc1C1(C)CC(c2ccc(Cl)cc2)=NO1 (centres undefined)	34%	0%	6%	x	i	4	2%	x	-1%
27	CC(C)(C)C(=O)OCc1ccc(C2=CC(=O)CC(C)(C)C2=O)cc1	x	1%	x	x	i	1	x	x	-11%
28	COc1ccc(CCNC(=O)CN(Cc2ccc(Cl)cc2)S(C)(=O)=O)cc1	15%	-7%	-7%	x	i	1	-3%	7%	-9%
29	O=C(Nc1nsc(-c2ccccc2)n1)c1cccs1	35%	-5%	-9%	u	-11%	0	0%	-7%	-15%
30	CCCn1cc(S(=O)(=O)c2cc(C)ccc2C)c(=O)c2cc(F)c(N3CCN(CC)CC3)cc21	39%	-14%	-20%	-31%[59 µM]	-1%	-5	-4%	0%	-4%

3 of these compounds, set out differently:
| entry | HP1b chromo inh | GLS inh | JMJD2A Tudor inh | G9a inh | PGK inhibitor | PI4K2A inh | Pin1 inhibitor | BAZ2B block | Pol eta inh | SMILES |
| --- | --- | --- | --- | --- | --- | --- | --- | --- | --- | --- |
| 5 | 39%[activator] | 3% | 14% | 14%[59 µM] | -6% | 8 | 4% | -4% | -17% | O=C(CSc1ccc2ccccc2c1)NCc1cccs1 |
| 6 | 2% | 2% | 1% | -7% | 14% | -2 | -7% | 2% | -4% | C=CCNc1nc2ccccc2c(=O)[nH]1 |
| 7 | -38% | -10% | u | u | 4% | -3 | 4% | u | -20% | Cn1cc(CC(=O)N2CCN(c3ccc(Cl)cc3)CC2)c2ccccc21 |

Additional results follow:
#	Molecule	HP1b chromo inh	GLS inh	JMJD2A Tudor inh	G9a inh	PGK inhibitor	PI4K2A inh	Pin1 inhibitor	BAZ2B block	Pol eta inh
31	CC(C)NC(=O)COC(=O)C1CSC2(c3ccc(Br)cc3)CCC(=O)N12 (centres undefined)	11%	-7%	-3%[57.1 µM]	-5%	-5%	4	-8%	-10%	-15%
32	Cc1cc(/C=C(\C#N)C(=O)NC2CCCCCC2)c(C)n1C	23%	11%	-12%	-7%	1%	-8	u	-2%	-8%
33	COC(=O)c1ccc(CSc2nc(-c3ccco3)cc(C(F)(F)F)n2)o1	58%[activator]	-1%	14%	u	-3%	-3	6%	14%	u
34	COc1ccc(OC)c(CCNC(=O)CCc2nnc3ccc(N4CCCC4)nn23)c1	-3%	-1%	-27%	x	-8%	-2	-6%	-9%	-17%
35	Cc1ccc(-n2nc3c(=O)n(C(C)C(=O)NCCc4cccs4)nc(C)c3c2C)cc1 (centres undefined)	44%[activator]	-4%	-13%	4%[59 µM]	1%	2	-6%	-20%	-11%
36	c1ccc2[nH]cnc2c1	15%	19%	-14%	x	3%	0	2%	x	-2%
37	[O-]/[N+](=C\c1ccccc1)[C@@H]1CCCC[C@@H]1/[N+]([O-])=C/c1ccccc1	-8%	13%	u	2%	i	3	0%	-3%	-20%
38	CN(CC(=O)Nc1ccc(F)cc1)CC(=O)N1CCc2ccccc21	30%	6%	-9%	56µM*	-4%	3	-10%	3%	-26%
39	CCOc1ccc(OCC)c(NC(=O)CSCC(=O)O)c1	29%	5%	-8%	u	-3%	-3	-8%	-28%	-13%
40	O=C(O)C1CCN(c2ccc(S(=O)(=O)N3CCOCC3)cc2[N+](=O)[O-])CC1	14%	27%	-5%	u	i	3	0%	-25%	-16%
41	CC1CCc2c(sc3nc(CN4CCN(S(=O)(=O)c5ccccc5[N+](=O)[O-])CC4)[nH]c(=O)c23)C1 (centres undefined)	8%	1%	-33%	-6%[59 µM]	-9%	-2	13%	-8%	-21%
42	CC(C)C[C@@H](CN1CCC[C@@H]1CN1C(=O)C(=O)NC[C@@H]1Cc1ccccc1)N1C[C@H](Cc2ccc(O)cc2)N(CCc2ccccc2)C(=O)C1=O	69%[activator]	17%	-21%	x	i	-2	0%	x	-17%
43	NS(=O)(=O)c1ccc(NS(=O)(=O)/C=C/c2ccccc2)cc1	32%	2%	-3%	2%	x	-2	-5%	-2%	3%
44	CSCC[C@H](NC(=O)OC(C)(C)C)c1nnc(SCc2ccc(F)cc2)o1	22%	0%	-19%	-27%	9%	1	1%	-27%	-15%
45	O=C(CNC(=S)N(CCCN1CCOCC1)Cc1cccs1)NCCN1CCOCC1	25%	-14%	-7%	17%[59 µM]	1%	-11	5%	-5%	-1%
46	O=C(NC1CCCC1)C1CC(=O)N(C2CCCCCCC2)C1 (centres undefined)	12%	7%	-12%	-12%	-10%[11.5 µM]	-3	3%	7%	10%

Full records from above.
`COC(=O)c1ccc(CSc2nc(-c3ccco3)cc(C(F)(F)F)n2)o1` reads HP1b chromo inh = 58%[activator]; GLS inh = -1%; JMJD2A Tudor inh = 14%; G9a inh = u; PGK inhibitor = -3%; PI4K2A inh = -3; Pin1 inhibitor = 6%; BAZ2B block = 14%; Pol eta inh = u
`CN(CC(=O)Nc1ccc(F)cc1)CC(=O)N1CCc2ccccc21` reads HP1b chromo inh = 30%; GLS inh = 6%; JMJD2A Tudor inh = -9%; G9a inh = 56µM*; PGK inhibitor = -4%; PI4K2A inh = 3; Pin1 inhibitor = -10%; BAZ2B block = 3%; Pol eta inh = -26%
`O=C(NC1CCCC1)C1CC(=O)N(C2CCCCCCC2)C1` (centres undefined) reads HP1b chromo inh = 12%; GLS inh = 7%; JMJD2A Tudor inh = -12%; G9a inh = -12%; PGK inhibitor = -10%[11.5 µM]; PI4K2A inh = -3; Pin1 inhibitor = 3%; BAZ2B block = 7%; Pol eta inh = 10%
